Screening data as filed in PubChem.
NPY-Y1 PAM-ag = potentiators or agonists of human neuropeptide Y receptor Y1. P25929. AID 1304. NPY-Y1 expressing cells, potentiator/agonist activation. activation, % at 3.6 µM. 0.37% of 220,000 active; in the data active = activation above about 33%, passing the limit was not always enough;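 note: cells stimulated with NPY at EC10 then isoproterenol at EC100; 0% = low agonist plus stimulus and 100% = saturating agonist plus stimulus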
Target sequence (P25929 whole entry, looked up): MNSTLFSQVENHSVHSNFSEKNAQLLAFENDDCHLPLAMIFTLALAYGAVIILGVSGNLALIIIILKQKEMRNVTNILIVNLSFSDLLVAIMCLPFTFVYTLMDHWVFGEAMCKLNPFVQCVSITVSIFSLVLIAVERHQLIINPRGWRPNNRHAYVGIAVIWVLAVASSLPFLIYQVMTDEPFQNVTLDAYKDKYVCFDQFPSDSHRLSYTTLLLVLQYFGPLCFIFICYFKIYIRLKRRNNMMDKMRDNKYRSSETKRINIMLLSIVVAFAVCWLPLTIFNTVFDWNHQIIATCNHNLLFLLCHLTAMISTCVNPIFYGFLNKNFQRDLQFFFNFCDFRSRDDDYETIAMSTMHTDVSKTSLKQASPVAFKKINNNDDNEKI
NPY Y1 blocker = NPY-Y1 (human) receptor antagonism. P25929. HEK293-CNG Y1 cells, membrane potential fluorescence; NPY at EC95, then isoproterenol. inhibition, % at 3.6 µM. 1% of 200,000 active. AID 1040;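 active = inhibition above the campaign mean inhibition of all tested compounds plus 3 SD, cut at about 20% in these data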;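 note: 0% = DMSO wells given NPY plus isoproterenol and 100% = isoproterenol alone without NPY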
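Material: HEK293 Y1/CNG channel cell line; also added: NPY (25 nM), isoproterenol (1 µM), Ro 20-1724 (25 µM); doses: one concentration, 3.6 µM, in 0.4% DMSO; schedule: compound incubation 1 h at room temperature, readout 45 min post-stimulation; technique: membrane potential fluorescence; measure: fluorescence ratio normalized to % inhibition between controls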
CHOP inhibitor = blocks CHOP induction under ER stress. CHO-K1 CHOP-promoter luciferase, tunicamycin-induced, 15-18 h. inhibition, % at 10 µM. 3.8% of 220,000 active;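 active = compounds that reduced the stress-induced luciferase reporter signal by more than about 70% of percent inhibition, limit read from the data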;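 note: 0% = tunicamycin plus vehicle and 100% = wells without tunicamycin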
EP2 antag = inhibitors of human EP2 prostaglandin E2 receptor; inhibition, % at 25 µM; P43116; 0.52% of 260,000 active; C6 glioma cells expressing human EP2, cAMP TR-FRET; cells stimulated with saturating PGE2;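 active = percent inhibition above 40 after rounding to a whole number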;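 note: rat C6 glioma host cells with rolipram phosphodiesterase inhibitor present; the protocol text gives 20 µM as final concentration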
Target sequence (P43116 whole entry, looked up): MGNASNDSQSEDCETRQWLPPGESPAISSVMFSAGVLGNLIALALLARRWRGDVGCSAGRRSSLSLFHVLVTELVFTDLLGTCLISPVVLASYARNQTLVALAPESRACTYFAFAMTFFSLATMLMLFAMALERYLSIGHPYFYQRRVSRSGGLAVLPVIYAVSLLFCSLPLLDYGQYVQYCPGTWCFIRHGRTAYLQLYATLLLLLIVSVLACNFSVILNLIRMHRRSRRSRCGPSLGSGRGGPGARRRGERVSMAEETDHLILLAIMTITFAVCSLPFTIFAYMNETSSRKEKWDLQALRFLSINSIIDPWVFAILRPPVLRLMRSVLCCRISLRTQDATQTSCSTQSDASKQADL
14-3-3 Bad PPI = disrupts binding of bovine 14-3-3 zeta to phospho-Bad peptide. 0.71% of 220,000 active. inhibition, % at 21.7 µM. P63103. TR-FRET 14-3-3zeta/Dy647-pBad peptide displacement, 1 h;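 active = inhibition above about 70%, limit read from the data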;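 note: 0% = full 14-3-3 plus peptide FRET controls and 100% = background without 14-3-3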
Target sequence (P63103 whole entry, looked up): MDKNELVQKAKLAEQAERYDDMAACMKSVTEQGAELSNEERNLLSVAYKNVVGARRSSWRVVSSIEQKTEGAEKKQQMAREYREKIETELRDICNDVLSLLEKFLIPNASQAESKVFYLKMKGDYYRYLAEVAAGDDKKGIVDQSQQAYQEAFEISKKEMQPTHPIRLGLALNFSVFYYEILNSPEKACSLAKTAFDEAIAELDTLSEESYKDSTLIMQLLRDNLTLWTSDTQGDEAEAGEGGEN
TRPN1 ag = activates the zebrafish TRPN1 channel. activation, % at 3 µM. HEK293 zebrafish TRPN1-YFP, Fluo-8 calcium fluorescence; 100% = response to 87 µM carbachol. 0.18% of 220,000 active;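 active = activation above its plate's cutoff, the mean activation of test wells on that plate plus 3 SD, cut at about 19% in these data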;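 note: 0% = DMSO alone and 100% = 87 µM carbachol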
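Material – zebrafish TRPN1-YFP in HEK293 cells · Doses – 3 µM single point · Schedule – dye 1 h 37 °C plus 30 min RT · Signal – Fluo-8 calcium fluorescence, excitation 470-495 nm, emission 515-575 nm · Read-out – % activation versus carbachol response · Control set – carbachol high, DMSO low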
PPC-1+TRAIL kill = compounds killing PPC-1 cancer cells with TRAIL present (potentiator screen, no TRAIL-free arm) | PPC-1 cells + TRAIL, ATPLite viability luminescence | cell killing (% activity), % at 4 µM | 0.41% of 220,000 active;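 active = cell killing above 50% in the first pass at 4 µM, then a duplicate retest at 5 µM averaging 50% or more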;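 note: plate controls were cells with TRAIL plus DMSO for no effect and medium-only wells lacking cells for full effect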
TRPML3 ag = agonists of human TRPML3 channel. Q8TDD5. HEK293 TRPML3-YFP, Fluo-8 calcium fluorescence; 100% = the carbachol control signal. activation, % at 3 µM. 0.29% of 220,000 active;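 active = activation above its plate's cutoff, the mean activation of the plate's test wells plus 3 SD, cut at about 12% in these data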;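 note: 0% = DMSO only wells and 100% = carbachol wells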
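system = HEK293 cells stably carrying human TRPML3-YFP | doses = one concentration, 3 µM nominal, 0.3% DMSO | timing = dye loading 1 h 37 °C then 30 min ambient, 125 s read | detection = Fluo-8 calcium dye fluorescence, ex 470-495, em 515-575 nm | benchmarks = high control carbachol 87 µM, low control DMSO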
EP2 modulator = modulators of human EP2 prostaglandin E2 receptor; EP2-expressing cells, cAMP HTRF FRET, PGE2 co-stimulation; induction, % at 25 µM; 0.83% of 260,000 active;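 active = compounds whose cAMP rise, as percent of the full-agonist control response, exceeds 60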;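 note: rat C6 glioma line stably carrying human EP2 under a CMV promoter; the protocol text gives 20 µM as final concentration; 100% = response of wells given 1 µM PGE2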
* marks the source's active call; other numbers are inactive results; · = no result given; & = joins results of further samples; [ ] = another dose, or the depositor's remark.

SMILES	NPY-Y1 PAM-ag	NPY Y1 blocker	CHOP inhibitor	EP2 antag	14-3-3 Bad PPI	TRPN1 ag	PPC-1+TRAIL kill	TRPML3 ag	EP2 modulator
CN(C)C(=O)N1CCC(C(=O)NCc2cccs2)CC1	-6	-1	8	7	6	0.6	5	0.2	-3
Cc1cc(C)nc(SCc2ccc(C(=O)N/N=C3\CCCC(=O)C3)cc2)n1	-1	8	3	5	-10	0.7	-16	0.7	-5
CCCN(Cc1cc2cc(C)ccc2[nH]c1=O)C(=O)c1cccc([N+](=O)[O-])c1	23	·	16	11	-9	-1.7	22	-0.1	-24
Nc1nc2nccc(-c3cccnc3)n2n1	-9	10	21	3	-1	-0.2	6	0.2	-8
Cn1cnnc1Sc1ccc(C(=O)NCCC(c2ccccc2)c2ccccc2)cc1[N+](=O)[O-]	14	-1	17	10	6[fluorescence artefact?]	-1.1	9	-0.5	-27
O=C(Cc1ccc2c(c1)CCCC2)Nc1ccc2ccccc2c1	-11	18	54	3	0	0.0	22	0.4	-16
COc1cccc(-c2nn(-c3ccccc3)cc2CNC(C)Cn2cncn2)c1 (configuration not stated)	4	0	-6	9	-9	0.1	6	1.1	-14
Cc1cccc(-c2nc3ccccc3c(=O)n2NC(=O)c2cccnc2Cl)c1	-14	6	32	6	-7	-0.1	0	0.3	8
Cc1ccc(NC(=O)/C(=C/c2ccco2)c2ccccc2)c(C)c1	-7	4	32	5	-4	-1.4	-1	0.5	65*
CCn1nnnc1SCC(=O)Nc1ccc2c(c1)OCO2	-29	-1	7	14	-17	-0.5	-4	0.5	0
C=CCn1c[n+](CC(=O)c2ccc(Br)s2)c2ccccc21	-14	2	4	11&9	-2	-0.3	23	0.9	-1&27
Cc1cc(NC(=O)NC2CC(=O)N(c3ccc4c(c3)OCCO4)C2)no1 (configuration not stated)	-4	-4	19	3	1	1.4	10	-0.3	1
CS(=O)(=O)c1ccc2nc(NC(=O)c3ccc(N4C(=O)CCC4=O)cc3)sc2c1	-17	·	6	10	3	2.4	17	0.0	1
CN1/C(=C\C(=O)c2cccnc2Cl)C(C)(C)c2ccccc21	4	-2	10	11	-5	-0.3	18	-0.2	-30
O=C1c2ccccc2-c2ncnc3c(N4CCOCC4)cc(N4CCOCC4)c1c23	-1	0	-4	12	6[fluorescence artefact?]	0.7	13	0.3	-10
CCn1c(SCC(=O)Nc2cc(C)on2)nc2c(c1=O)SC(C)C2 (configuration not stated)	1	6	14	14	-10	0.4	7	0.5	1
Cc1nnc(Oc2ccccc2F)c2ccccc12	4	-1	-16	9	-4	-1.2	12	0.2	6
O=C(Nc1ccc2c(c1)OCCO2)c1cccc(S(=O)(=O)N2CCCCC2)c1	2	4	19	7	-5	0.2	-18	0.0	-29
O=C(CN1C(=O)NC2(CCCCCCC2)C1=O)N1CCOCC1	9	-4	28	4	7	-0.2	-10	-0.2	29
CC(=O)OC1COC(n2ccc3ccccc32)C(OC(C)=O)C1OC(C)=O (configuration not stated)	-17	-4	13	6	-17[fluorescence artefact?]	-1.0	6	-0.5	7
COc1ccc(NS(=O)(=O)c2ccc(NC(=O)C(C)(C(F)(F)F)C(F)(F)F)cc2)nn1	6	-2	-5	14	-1	1.0	4	1.1	-10
CCOC(=O)C1CCCN(C(=O)CN2C(=O)C(CC)Oc3ccc(C)cc32)C1 (configuration not stated)	-5	-2	10	0	1	-0.1	-12	-0.5	13
Cc1ccc(CSc2nnc(-c3cccnc3)n2N)cc1	0	8	-26	3	-1	-0.2	14	0.1	0
CN(Cc1ccccc1)CC(O)COc1ccc(CNCc2ccc(Cl)s2)cc1 (configuration not stated)	-34	29*	-1	5	3	0.5	-1	0.8	-76
CCOC(=O)NC1CCS(=O)(=O)C1 (configuration not stated)	3	-3	13	8&9	7	1.4	-8	1.1	-10&-7
O=C(Nc1nc2ccccc2[nH]1)c1ccccc1	-1	3	-14	26	-8	0.5	62*[5 µM]	0.3	-26
COc1cc(CN2CCN(C(=O)CC(C)C)CC2)cc(OC)c1OC	-22	0	-16	12	80*	0.4	15	0.0	25
CCOc1cc(NC(=S)NCCCN2CCOCC2)c(OCC)cc1NC(=O)c1ccc(OC)cc1	6	1	16	6	-3	0.6	·	0.0	4
O=C(c1c(F)cccc1F)N(Cc1ccccn1)C1CCCC1	10	-8	6	7	5	-1.2	-3	0.9	38
CN(C)S(=O)(=O)c1ccc(NC(=O)COC(=O)Cn2[nH]c(=O)c3ccccc3c2=O)cc1	-3	·	1	7	-1	0.4	17	1.2	-7
CCCCCC(=O)Nc1ccc(Cl)cn1	-12	1	19	3	-11	-0.7	39	-0.6	-5
Cc1nn2c(NCc3ccccn3)c3c(nc2c1-c1ccccc1)CCC3	13	·	56	0	-8	-0.3	-2	-0.7	-14
CN(C1CCCCC1)S(=O)(=O)c1ccc(NC(=O)CCC(=O)O)cc1	-23	-2	-3	11	2	0.6	18	0.2	34
CCc1nc2sc(C(=O)O)c(N)c2c2c1CCCC2	-23	·	3	11	-3	0.8	-3	0.3	10
CCCCc1nnc(NC(=O)C2CCCO2)s1 (configuration not stated)	18	6	-29	8	13	0.4	-8	0.4	-5
Cc1ccc(S(=O)(=O)N/N=C/c2cn(C)nc2C)cc1	-1	1	-8	10	0	-0.6	49	0.8	10
CCn1c(C)nc2cc(C(=O)NNC(=S)Nc3ccc(Cl)cc3Cl)ccc21	-46	19	-1	12	-5[fluorescence artefact?]	-0.1	11	-0.2	-3
CC(N)C12CC3CC(CC(C3)C1)C2 (configuration not stated)	25&29	0	-16&17	1&16	-3&-8	1.9&0.7	-4&0	0.9&0.9	5&-10
NS(=O)(=O)c1cc2c(cc1Cl)NC(Cc1ccccc1)NS2(=O)=O (configuration not stated)	13	·	3	12	-3	1.2	16	-0.3	13
CCc1ccc(C2=NNC(=Nc3cccc(S(=O)(=O)N(C)C)c3)SC2)cc1	1	-2	35	1	-4	1.1	2	0.4	-38
Cc1[nH]c2ccc3c(ncn3CCC#N)c2c1C	6	4	12	2	1	-0.5	10	0.1	3
O=S(=O)(Nc1ccc2c(c1)nc1n2CCN(Cc2ccccc2)C1)c1ccc(Cl)cc1	1	4	23	6	-2	-0.4	-13	0.2	4
O=C(/C=C/c1ccccc1)C1=C(O)C(=O)N(CCO)C1c1cccc([N+](=O)[O-])c1 (configuration not stated)	14	·	19	14	4	0.6	-1	0.8	12
CCn1cc(C(=O)O)c(=O)c2cnc(N3CCN(C(=O)Nc4ccccc4)CC3)nc21	21	3	·	·	·	0.3	·	0.4	·
Cc1ccc(C)c2[nH]c(=O)c(CN(CCCN(C)C)C(=O)NCc3ccccc3)cc12	·	·	-2	12	-2[fluorescence artefact?]	·	3	·	-20

Arranged by the number under NPY-Y1 PAM-ag (largest number first): some entries from above.
molecule	NPY-Y1 PAM-ag
CCCCc1nnc(NC(=O)C2CCCO2)s1 (configuration not stated)	18
O=C(/C=C/c1ccccc1)C1=C(O)C(=O)N(CCO)C1c1cccc([N+](=O)[O-])c1 (configuration not stated)	14
Cc1nn2c(NCc3ccccn3)c3c(nc2c1-c1ccccc1)CCC3	13
CCCCCC(=O)Nc1ccc(Cl)cn1	-12
CN(C1CCCCC1)S(=O)(=O)c1ccc(NC(=O)CCC(=O)O)cc1	-23
CCn1c(C)nc2cc(C(=O)NNC(=S)Nc3ccc(Cl)cc3Cl)ccc21	-46

A section from further up, for reference:
SMILES	NPY-Y1 PAM-ag	NPY Y1 blocker	CHOP inhibitor	EP2 antag	14-3-3 Bad PPI	TRPN1 ag	PPC-1+TRAIL kill	TRPML3 ag	EP2 modulator
CCn1cc(C(=O)O)c(=O)c2cnc(N3CCN(C(=O)Nc4ccccc4)CC3)nc21	21	3	·	·	·	0.3	·	0.4	·
Cc1ccc(C)c2[nH]c(=O)c(CN(CCCN(C)C)C(=O)NCc3ccccc3)cc12	·	·	-2	12	-2[fluorescence artefact?]	·	3	·	-20

Next structures.
SMILES	NPY-Y1 PAM-ag	NPY Y1 blocker	CHOP inhibitor	EP2 antag	14-3-3 Bad PPI	TRPN1 ag	PPC-1+TRAIL kill	TRPML3 ag	EP2 modulator
CCOC(=O)/C(=N\Nc1cccc(C(F)(F)F)c1)N(CCOC)CCOC	-18	14	36	11	-13	-1.6	-1	-1.4	-5
COc1ccc(C(=O)CCC(=O)O)c(C)c1	-19	10	10	10	-6	-1.2	13	0.4	14
CCOc1ccc(C(=O)NC(=S)Nc2cccnc2)cc1	-20	3	-6	14	3	0.4	18	0.4	-60
CCCNC(=O)CSc1nc2ccc(OCC)cc2s1	-13	3	-19	7	-8	-2.7	23	-0.5	-27
CCOc1ccc(NC(=O)c2cnc3scc(C)n3c2=O)cc1	-13	3	·	9	·	0.1	16	0.3	·
OCCNC(=S)Nc1ccc2nsnc2c1	-3	4	7	31	-15	-0.7	20	0.2	-28
Cc1ccccc1NC(=O)CSc1ccc(-c2ccco2)nn1	12	3	23	7	0	1.0	-10	-0.3	0
CCOc1ccc(C(=O)NN2C(=O)C3C4C=CC(O4)C3C2=O)cc1 (configuration not stated)	-4	-3	-9	4	-7	0.8	-3	0.3	21
CCOc1c(Br)cc(C(N)=O)cc1OC	-1	0	27	10	2	0.2	10	-0.2	-16
N/C(=N\OC(=O)COc1ccc(Cl)cc1Cl)c1cccnc1	18	-1	7	7	9	2.2	10	0.1	23
O=C(c1ccc(Cl)cc1)c1ccc(OCC(O)CN2CCCCC2)cc1 (configuration not stated)	-37	6	-11	26	7	2.0	11	1.1	-44
Cc1ccc(C2CC(=O)C=C(O)C2)cc1 (configuration not stated)	-2	19	-7	10	-1	-0.3	8	0.3	17
O=C(NCCCN1CCOCC1)C(=O)NCc1ccc(Cl)cc1	5	3	-3	6	-9	1.3	11	0.2	39
O=Cc1c(Cl)[nH]c(=O)n1-c1ccccc1	3	11	6	16	-3	0.6	4	0.1	14
CCOc1ccc(-c2cc(C(=O)NCCCn3ccnc3)c3ccccc3n2)cc1	-1	-2	-6	9	-5	3.8	14	1.2	-60
CCc1cccc(C)c1NC(=S)N(Cc1cccnc1)Cc1ccco1	-13	-1	-5	10	2	-0.6	12	-0.2	29
COc1ccc(Oc2cc(C(F)(F)F)cnc2C(N)=O)cc1	8	-6	1	9	-8[fluorescence artefact?]	0.3	-1	0.9	0
CC1(O)C(=O)c2ccccc2N(c2ccccc2)C1=O (configuration not stated)	-9	5	8	10	0	0.2	11	0.8	16
COC(=O)C1=C(O)CSC1=Nc1cccc(C(F)(F)F)c1	18	-4	56	3	-8	0.9	4	0.2	16
CCOc1ccc(OCCSc2nc3ccccc3o2)cc1	-15	6	77*	-2	5	-0.9	-2	0.1	12
O=C(Nc1ccccc1C(=O)O)c1ncn[nH]1	-4	-6	-113	13	12	0.6	17	1.4	9
CN(c1ccccc1)S(=O)(=O)c1ccc(NC(=O)c2ccco2)cc1	13	14	7	4	-10	0.7	16	1.2	-75

An excerpt; rates above refer to the full screens.
